BioA inh: M. tuberculosis BioA enzyme inhibitors, primary screen, biochemical, plate reader, single point, HTS. AID 602481, 2012. inhibition, % at 9.99 µM. 7,8-diaminopelargonic acid synthase BioA (Mycobacterium tuberculosis). 0.096% of 360,000 active. purified M. tuberculosis BioA enzyme; in the data active means inhibition above about 40%
GDH-TPI inh: GDH-TPI coupling enzyme inhibitors, primary screen, artefact control for M. tuberculosis FBA inhibitor project, biochemical, absorbance, full deck | GDH-TPI coupled enzyme counterscreen, NADH absorbance | inhibition, % at 4.8 µM | 1.2% of 360,000 active; in the data active means inhibition above about 30%;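 further: 0% = DMSO wells and 100% = wells lacking the enzyme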
TcdB GH inh: TcdB glycohydrolase inhibitors, primary screen, biochemical, single point, plate reader | Toxin B (Clostridioides difficile), P18177 | TcdB glycohydrolase enzymatic assay | inhibition, % at 9.99 µM | 0.24% of 350,000 active | AID 652162, 2013; in the data active means inhibition above about 10%
Y pestis TopoI: Yersinia pestis topoisomerase I inhibitors, primary screen, biochemical, cleavage product accumulation, plate reader, single point; Y. pestis Topo-I cleavage product accumulation; activity, % at 10 µM; 0.064% of 360,000 active; in the data active means activity above about 50%, passing the limit was not always enough; further: inactives centre near 2
Mtb FBA inh: Mtb FBA enzyme inhibitors, primary screen, biochemical, fluorescence, strain H37Rv | Fructose-bisphosphate aldolase (Mycobacterium tuberculosis (strain ATCC 25618 / H37Rv)), … | purified M. tuberculosis FBA, fluorescence read-out | inhibition, % at 1 µM | 2.3% of 360,000 active | AID 588726, 2011; in the data active means inhibition above about 27%;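 further: 0% = vehicle and 100% = reference inhibitor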
Target sequence (P9WQA3 whole entry, looked up): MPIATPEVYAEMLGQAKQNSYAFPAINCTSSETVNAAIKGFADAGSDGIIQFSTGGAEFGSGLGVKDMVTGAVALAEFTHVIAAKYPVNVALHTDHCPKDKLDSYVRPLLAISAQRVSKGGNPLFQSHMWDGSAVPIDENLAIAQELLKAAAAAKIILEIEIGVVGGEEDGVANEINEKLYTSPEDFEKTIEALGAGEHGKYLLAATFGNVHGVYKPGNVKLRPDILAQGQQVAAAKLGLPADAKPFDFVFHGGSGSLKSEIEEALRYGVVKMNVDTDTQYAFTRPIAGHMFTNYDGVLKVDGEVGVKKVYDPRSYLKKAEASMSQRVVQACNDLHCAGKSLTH
PfHsp40 yeast: rescue of yeast from PfHsp40 toxicity, primary screen, S. cerevisiae, ATP luminescence; AID 504582, 2011; growth rescue, % at 12.5 µM; 0.68% of 340,000 active; S. cerevisiae expressing PfHsp40, growth rescue; in the data active means growth rescue above about 28%, passing the limit was not always enough;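 further: yeast W303a lacking pdr1 and pdr3 grown in galactose medium; growth measured after three days at 30 °C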
UGM FP inh: M. tuberculosis UGM enzyme inhibitors, primary screen, biochemical, fluorescence polarization, single point; AID 504406, 2011; inhibition, % at 10 µM; 0.06% of 320,000 active; purified UGM, fluorescence polarization probe displacement; UDP-galactopyranose mutase (Mycobacterium tuberculosis (strain ATCC 25618 / H37Rv)), …; in the data active means inhibition above about 10%, passing the limit was not always enough
Target sequence (P9WIQ1 whole entry, looked up): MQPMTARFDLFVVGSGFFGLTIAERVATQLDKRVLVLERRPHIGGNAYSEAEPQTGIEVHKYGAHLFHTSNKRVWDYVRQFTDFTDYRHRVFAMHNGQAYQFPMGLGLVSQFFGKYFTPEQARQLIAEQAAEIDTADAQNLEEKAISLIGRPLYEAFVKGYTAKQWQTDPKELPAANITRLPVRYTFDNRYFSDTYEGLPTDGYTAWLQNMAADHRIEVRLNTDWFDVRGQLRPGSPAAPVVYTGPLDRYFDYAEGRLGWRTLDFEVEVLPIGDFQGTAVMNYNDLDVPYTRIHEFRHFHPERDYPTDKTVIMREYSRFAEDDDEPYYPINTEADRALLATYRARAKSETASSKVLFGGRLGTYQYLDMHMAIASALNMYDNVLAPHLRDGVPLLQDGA
FadD28 FP inh: inhibitors of FadD28 bisubstrate probe binding, primary screen, biochemical, fluorescence polarization, single point. Mycobacterium tuberculosis FadD28 fatty-acid-AMP ligase. 0.22% of 360,000 active. AID 588549, 2011. inhibition, % at 12.5 µM; in the data active means inhibition above about 8.5%, passing the limit was not always enough
BH1578 lux ind: inducers of Vibrio cholerae quorum light production without autoinducers, primary screen, BH1578 luxS cqsA deficient, single point | V. cholerae BH1578 lux reporter, luminescence, 6 h | activation, % at 18.7 µM | 0.16% of 350,000 active | AID 588436, 2011; in the data active means activation mostly above about 9.7%, no sharp cut-off; further: not every result past the cut was called active; inactives centre near 0; reference of the scale not given here
* hit, by the source's call; i = inactive; . = not tested or not shown.

SMILES	BioA inh	GDH-TPI inh	TcdB GH inh	Y pestis TopoI	Mtb FBA inh	PfHsp40 yeast	UGM FP inh	FadD28 FP inh	BH1578 lux ind
Cc1ccc2nc(SCC(=O)Nc3oc(C)c4c(C)n[nH]c(=O)c34)[nH]c2c1	9.9	5	1.3	1	2	-0.5	-1.4	-1.3	i
CC1CCN(C(=O)COC(=O)c2c[nH]c3ccccc23)CC1	0.4	-12	1.3	1	-1	0.8	.	-3.3	i
CCN(C[C@H]1N[C@@](C)(C(=O)OC)[C@H]2C(=O)N(C)C(=O)[C@@H]12)C(=O)Nc1ccc(F)cc1	1.0	-7	-0.1	3	1	0.5	1.0	-0.3	i
CC(C)C1N(C(N)=S)N=CC1(C)C (centres undefined)	0.1	-10	0.1	-2	0	-0.6	2.7	-2.3	-0.7
O=C(CSc1nc2c(sc3ccccc32)c(=O)n1CCc1ccccc1)NCc1ccco1	-2.1	4	.	9	0	0.2	2.4	-0.9	-0.4
COc1ccc(-n2cccc2C=O)cc1	0.6	-2	.	3	4	-0.5	-2.1	0.5	-0.2
O=C(NC(=S)NCCN1CCOCC1)c1ccccc1Br	-0.1	-2	-0.1	0	-2	0.0	0.6	-1.1	i
COc1ccc(S(=O)(=O)N(C)c2ccc(C(=O)N3CCC(C(N)=O)CC3)cc2)cc1	-0.6	-2	.	-7	1	-2.6	-0.4	-3.4	5.3
Cc1ccc(OCC(=O)Nc2c[nH]c(=O)[nH]c2=O)cc1C	.	1	0.4	7	2	-0.9	-1.2	0.4	-0.3
COc1ccc(S(=O)(=O)N(C)C)cc1NC(=O)CSc1nc(N)cc(N)n1	0.9	0	-0.4	1	3	-0.3	0.9	-2.4	-0.6

Filtered by structure, the compounds so far with a furan ring, fused or not.
SMILES	BioA inh	GDH-TPI inh	TcdB GH inh	Y pestis TopoI	Mtb FBA inh	PfHsp40 yeast	UGM FP inh	FadD28 FP inh	BH1578 lux ind
Cc1ccc2nc(SCC(=O)Nc3oc(C)c4c(C)n[nH]c(=O)c34)[nH]c2c1	9.9	5	1.3	1	2	-0.5	-1.4	-1.3	i
O=C(CSc1nc2c(sc3ccccc32)c(=O)n1CCc1ccccc1)NCc1ccco1	-2.1	4	.	9	0	0.2	2.4	-0.9	-0.4

The list goes on:
SMILES	BioA inh	GDH-TPI inh	TcdB GH inh	Y pestis TopoI	Mtb FBA inh	PfHsp40 yeast	UGM FP inh	FadD28 FP inh	BH1578 lux ind
CN1CC(=O)N(CC(=O)Nc2cccc3ccccc23)C1=O	-0.9	1	0.6	-1	-4	0.8	-0.8	-1.6	i
CCOC(=O)c1ccc(NC(=O)c2c(NC(=O)CCC(=O)O)sc3c2CCCCC3)cc1	.	6	-1.5	8	-1	1.7	2.3	-0.3	i
CCOc1ccccc1NC(=O)CN1CCCCCC1	2.7	-4	-0.1	-12	-1	-1.1	0.0	-3.2	0.0
COc1ccc(N2CCN(c3cc(C)c4cccc(C)c4n3)CC2)cc1	0.7	9	-3.3	8	0	-0.3	-3.8	0.4	-3.0
COc1cccc(C2c3[nH]c4ccccc4c3C[C@H]3C(=O)N(c4ccccc4C(=O)N4CCCC4C(=O)O)C(=O)N23)c1 (some centres undefined)	-2.7	22	1.1	7	7	0.3	4.8	-6.1	-0.5
COc1ccc(Cc2noc(COc3ccc(Cl)cc3)n2)cc1	-2.5	2	.	-2	2	4.2	0.7	0.1	-0.4
CSc1cccc(NS(=O)(=O)c2ccc(-c3coc(C)n3)cc2)c1	-2.1	12	1.9	-3	4	-0.1	-0.4	-0.7	-6.2
O=C1c2ccccc2C(=O)N1CCc1nc(-c2ccncc2)no1	-1.4	-13	.	14	1	0.3	1.5	-2.3	i
O=C(O)/C=C\C(=O)Nc1ccc(Oc2ccccc2)cc1	0.5	0	.	5	-3	3.4	2.6	-9.5	-3.8
COc1ccccc1NC(=O)CSC1CC(=O)N(c2ccc3c(c2)OCO3)C1=O (centres undefined)	0.7	-1	.	0	6	0.2	-0.3	-2.4	-0.3
Cc1cc(C)c(C)c(S(=O)(=O)N2CCN(C(=O)c3ccc4c(=O)n5c(nc4c3)CCC5)CC2)c1C	0.7	6	0.6	18	2	25	1.8	-2.2	i
NC(=O)CC(CC(=O)OCc1ccccc1)c1ccccc1 (centres undefined)	-1.1	0	-0.6	5	2	-2.0	-2.5	-2.2	0.4
CCC(CC)C(=O)NC12CC3CC(CC(C3)C1)C2	-0.6	-6	.	2	-1	-0.7	-0.8	-1.0	i
CCOC(=O)/C(=N\Nc1cc(Cl)ccc1Cl)N1CC(C)OC(C)C1 (centres undefined)	.	-3	-0.5	2	5	2.4	0.2	-1.8	i
O=C1CN(C(=O)COC(=O)c2cccc(Br)c2)c2ccccc2N1	-0.1	3	0.2	17	4	1.4	-0.4	-1.8	0.6
CCCC(C)NC(=O)CN(c1ccc2c(c1)OCCO2)S(=O)(=O)c1ccccc1 (centres undefined)	-2.5	6	0.7	-7	1	-1.3	-0.6	-0.2	-0.4
CCOC(=O)c1c(NC(=O)CSc2ncnc3ccccc23)sc(C)c1C	.	4	1.3	9	-1	0.1	0.6	-2.3	-0.2
COc1cc2c(CCNC(C)=O)c[nH]c2cc1O	0.1	0	7.4	0	8	0.1	-2.2	-1.7	3.8
CC(=O)C[C@H](O)CC(=O)[C@@H]1OC(=O)CCCCCCCCc2ccccc21	0.0	-2	1.4	2	1	0.0	-0.1	-1.8	i
Cc1ccc(S(=O)(=O)N2CCN(C(=O)c3sccc3C)CC2)cc1	0.8	8	1.0	0	8	1.7	3.8	-1.3	-5.0

Single records (already shown). Screens in order: BioA inh | GDH-TPI inh | TcdB GH inh | Y pestis TopoI | Mtb FBA inh | PfHsp40 yeast | UGM FP inh | FadD28 FP inh | BH1578 lux ind
CCCC(C)NC(=O)CN(c1ccc2c(c1)OCCO2)S(=O)(=O)c1ccccc1 (centres undefined) reads -2.5 | 6 | 0.7 | -7 | 1 | -1.3 | -0.6 | -0.2 | -0.4
NC(=O)CC(CC(=O)OCc1ccccc1)c1ccccc1 (centres undefined) reads -1.1 | 0 | -0.6 | 5 | 2 | -2.0 | -2.5 | -2.2 | 0.4
O=C(O)/C=C\C(=O)Nc1ccc(Oc2ccccc2)cc1 reads 0.5 | 0 | . | 5 | -3 | 3.4 | 2.6 | -9.5 | -3.8
O=C(CSc1nc2c(sc3ccccc32)c(=O)n1CCc1ccccc1)NCc1ccco1 reads -2.1 | 4 | . | 9 | 0 | 0.2 | 2.4 | -0.9 | -0.4

Next structures follow.
SMILES	BioA inh	GDH-TPI inh	TcdB GH inh	Y pestis TopoI	Mtb FBA inh	PfHsp40 yeast	UGM FP inh	FadD28 FP inh	BH1578 lux ind
CCCc1cc(=O)[nH]c(SCC(=O)Nc2ccc(OCc3ccccc3)cc2)n1	-1.7	-1	2.1	9	-1	-0.7	-2.9	0.6	i
CCC1=C(OC(=O)N(CC)CC)N2C(=O)OC(=NCCOC)[C@]2(Cc2ccccc2)[C@H]2C1=CC[C@H]1C(=O)N(CC)C(=O)[C@H]12	-0.7	-12	1.3	25	-1	-0.2	3.3	-3.2	i
COc1ccc(CNC(=O)C2=CCN(S(=O)(=O)c3ccc(C)cc3)CC2)cc1	2.9	-10	-0.4	15	-4	-1.2	1.5	0.6	-0.6
OC1(c2ccccc2)C/C(=N\n2cnnc2)C=C1c1ccccc1 (centres undefined)	.	3	.	-2	-1	1.9	1.4	-2.9	-0.9
COc1ccc(C(=O)Oc2c(C)occc2=O)cc1OC	-2.6	4	.	-5	4	-1.1	0.5	0.4	i
Cc1ccc(NC(=O)c2c(F)cccc2Cl)cc1NS(C)(=O)=O	.	-6	1.6	4	-3	1.6	-0.2	-2.9	i
CCOc1ccc(C(=S)N2CCN(C)CC2)cc1	.	4	0.1	-2	-2	-1.2	0.7	-1.5	-0.3
CC1=C(C)CC(C(=O)NC2CCN(C(C)C)CC2)C(C(=O)O)C1 (centres undefined)	1.5	14	1.3	-6	1	-0.1	2.4	-0.8	-1.1
CCCOC(=O)C1=C(C)NC(=O)NC1c1cc2c(cc1Br)OCO2 (centres undefined)	-1.3	-1	-4.7	8	1	0.0	0.1	1.7	-0.2
Cc1cc2ccc(C)c(C)c2nc1SCC#N	3.5	15	.	0	-6	1.1	3.4	-2.9	i
CC(C)C(=O)N1CCN(c2ccccc2NC(=O)c2ccc(C#N)cc2F)CC1	-0.3	6	1.9	2	3	0.5	1.6	-2.8	-0.3
COc1ccccc1CNC(=O)COc1ccc(S(=O)(=O)N2CCOCC2)cc1	-0.8	-2	-1.1	9	3	1.7	1.0	0.2	i
O=S(=O)(O)c1cc(Cl)cc(N=Nc2ccc(O)cc2O)c1O	.	13	0.4	-18	-10	58*	.	34*	0.1
COCCNC(=O)CN(CCc1ccccc1)S(=O)(=O)c1ccc(OC)cc1	0.5	-7	1.4	9	2	-0.6	0.9	-0.4	i
Cc1ccc(S(=O)(=O)N2CCN(C(=O)CN3C(=O)NC4(CCCC4)C3=O)CC2)c(C)c1	.	-4	0.0	-2	0	-1.4	-1.8	-2.6	2.9
CN(C)c1c([N+](=O)[O-])ncn1C	-1.0	16	.	7	2	-0.3	4.9	1.2	3.8
CC(=O)N1CCc2cc(NC(=O)C3(C)CCN3Cc3ccccc3Cl)ccc21 (centres undefined)	8.2	-4	0.3	25	-1	.	.	-3.1	1.3
Cn1c(SCC(=O)NC(C)(C)C)nc(O)cc1=O	-0.1	4	3.1	2	0	0.3	0.0	-4.9	i
COC(=O)c1c(/N=C/NOCc2ccc(Cl)cc2)sc2c1CCN(c1ncc(C(F)(F)F)cc1Cl)C2	-1.3	5	.	4	2	-0.2	-0.7	-2.3	-3.4
CC(C)C1CC(C(=O)Nc2ccccc2)C(=O)O1 (centres undefined)	0.1	2	0.8	5	-1	0.7	0.0	-4.6	i
Cc1ccc(S(=O)(=O)N2CCOCC2)cc1NC(=O)COC(=O)Cc1ccsc1	.	-1	1.3	1	1	-1.1	0.9	-4.2	0.1
CCCCN(C)C(=O)CCCc1c[nH]c2ccccc12	-0.1	8	.	10	1	-1.1	-0.4	-1.6	-0.6
O=C(NN=C1CCC(c2ccccc2)CC1)c1cc2c(s1)CCCC2 (centres undefined)	-4.6	9	1.6	2	0	-0.9	0.8	-0.6	-0.6
CN(CC(=O)Nc1ccccc1C(F)(F)F)C(=O)c1cc([N+](=O)[O-])ccc1N1CCOCC1	0.6	10	-0.9	-4	-2	0.6	0.1	-1.7	i
Cc1c(C#N)c2ccccc2n1CC(=O)NCCc1c[nH]c2ccccc12	-0.4	-14	1.5	-15	0	-0.7	-0.7	-3.0	-0.1
O=C(Cn1nc(-c2ccccc2)ccc1=O)Nc1ccc(-n2cnnn2)cc1	-1.8	5	0.9	-4	2	0.1	-1.3	-2.0	-0.8
N=c1ncn(CC(O)CN2CCOCC2)c2nc(N3CCOCC3)[nH]c12 (centres undefined)	-0.2	1	.	-3	0	-0.7	0.1	1.8	-0.2
CC(NCC(=O)Nc1ccccc1C(=O)NC1CC1)c1ccc(Cl)cc1 (centres undefined)	-1.0	-2	1.5	1	4	.	.	-1.9	-1.3
Cc1ccc(S(=O)(=O)N(C)C)cc1NC(=O)C(C)N(C)CCOc1ccc(Cl)cc1 (centres undefined)	0.6	0	0.3	27	1	2.3	-0.7	-0.7	i
CC(OC(=O)c1ccccc1)C(=O)NCCC1=CCCCC1 (centres undefined)	-0.2	2	-0.4	-4	3	-0.3	1.0	-3.1	i
Cc1cc2oc(C(=O)NC3CCS(=O)(=O)C3)cc(=O)c2cc1C (centres undefined)	2.0	7	2.1	0	4	-0.4	1.0	-2.7	i
Cc1cccc(C)c1NC(=O)COC(=O)[C@@H]1CCCN1C(=O)c1cccs1	0.7	2	-5.2	2	0	0.9	1.3	-3.9	i
CCOC(=O)N1CCN(C(=O)CN(c2ccc(C)c(C)c2)S(=O)(=O)c2ccccc2)CC1	3.4	-1	.	6	1	1.3	-1.2	-3.7	i

Screening data: PubChem BioAssay, several laboratories
